Screening data: PubChem, PCMD
Yeast growth tox: Inhibits yeast growth, turbidity readout; AID 685; S. cerevisiae wild-type growth, A595 turbidity, 16 h; hit rate 0.3% among 30,000; growth inhibition, % at 25 µM (by protocol);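 active = mutant and wild-type yeast strains alike exhibit over 30% growth inhibition; inconclusive = a strain exceeds 50% while the second remains under 30%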;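 also: 0% = untreated cell controls and 100% = YPD media blanks without cells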
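System – wild-type and eIF2Bepsilon-R284H mutant S. cerevisiae, screened separately · Measured by – absorbance at 595 nm (turbidity) · Timing – 16 h compound exposure during growth at 30 °C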
Yeast eIF2B: modulators of yeast eIF2B activity; hit rate 0.91% among 27,000; inhibition, % at 25 µM (by protocol); S. cerevisiae eIF2B-epsilon R284H, GCN4-lacZ luminescence; AID 688;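 active = mutant luminescence inhibited past about 50% while wild type luminescence and mutant growth stay under set limits, limit read from the data; inconclusive = mutant versus wild type luminescence inhibition gap past a set limit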; also: some compounds called inactive have numbers as strong as hits
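Times: 16 h growth with compound at 30 °C, 90 min Beta-Glo step; Assay system: yeast eIF2B-epsilon R284H mutant carrying GCN4–beta-galactosidase fusion; Measure: % inhibition of reporter signal and growth versus controls; Dosing: one concentration, 25 µM, 0.25% DMSO; Buffer or medium: YPD yeast growth medium; Measured by: Beta-Glo luminescence plus absorbance at 595 nm.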
Yeast growth tox inhibition %: also measured in Yeast growth tox; calls as there; growth inhibition, %; S. cerevisiae eIF2Bepsilon-R284H mutant growth, A595 turbidity, 16 h;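 each compound tested once at 25 µM; 0% equals untreated cells and 100% equals cell-free medium blanks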
Yeast eIF2B mutant toxicity: also measured in Yeast eIF2B; calls as there; growth inhibition, %; measured here: mutant yeast growth, toxicity;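 each compound tested once at 25 µM; zero equals untreated control growth and 100 equals blank medium absorbance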
Starred values were filed as active, the others as inactive; ? = inconclusive; . = not tested or not shown. Some of the compounds tested; rates above refer to the full screens.

Compound,Yeast growth tox,Yeast growth tox inhibition %,Yeast eIF2B,Yeast eIF2B mutant toxicity
CC1CCCC(NC(=O)C2CCN(S(=O)(=O)N3CCOCC3)CC2)C1C (configuration not stated),-23,4,-5,4
COc1ccc(NS(=O)(=O)c2cccc3nonc23)c(OC)c1,15,3,-14,3
COc1ccccc1-n1c(SCC(=O)Nc2ccc(C)cc2)nc(O)cc1=O,13,19,22,19
CC1(c2ccccc2Cl)NC(=O)N(CC(=O)NC(=O)NCc2ccco2)C1=O (configuration not stated),0,-11,-8,-11
COCCNC(=O)C(=O)NCCN1CCOCC1,-4,-15,26,-15
CCOC(=O)c1c(C)sc(Sc2ccc(Cl)cc2[N+](=O)[O-])c1OC,-2,17,32,17
COc1ccc(NC(=O)CSc2nccn2-c2ccccc2)c(OC)c1,-2,-19,-14,-19
O=C(O)C1(c2cccc(Cl)c2)CCC1,8,7,-8,7
CCN(CC)c1ccc(NC(=O)c2cc(Cl)ccc2OC)cc1,2,8,23,8
CC1(C)Cc2c(sc3c2c(=O)n(Cc2ccccc2)c2nncn32)CO1,-10,5,5,5
CCOC(=O)c1cnc2nc(NCc3ccc(OCc4ccccc4)cc3)[nH]n2c1=O,-5,5,18,5
Cc1cc2c(c(=O)n1CCN(C)C)C(c1ccncc1)C(C#N)=C(N)O2 (configuration not stated),.,.,8,.
CC(=O)c1c(C(C)=O)c(C)n(-c2nc(-c3ccc(C)c(C)c3)c(C)s2)c1C,-7,-14,18,-14
CCn1c(SCC(=O)c2cc(C)n(C)c2C)nnc1-c1ccccc1,22,22,.,.
Cc1ccc(SCC(=O)N2CCc3ccccc32)cc1,.,.,-8,.
C(=N\n1cnnc1)/c1ccccn1,4,-7,14,-7
Cc1ccccc1CSc1nsc(N)n1,-10,0,-21,.
COc1ccc(C2(CNC(=O)C(c3ccccc3)c3ccccc3)CCOCC2)cc1OC,-23,-7,-12,-7
CC(C)Cn1c(=O)c(C(=O)NCc2ccccn2)c(O)c2ccccc21,5,-14,15,-14
CCc1cccc(NC(=O)c2ccc(Br)o2)c1,2,18,44,18
CC12CCC(C(=O)NCCN3CCCCC3)(CC1=O)C2(C)C (configuration not stated),26,7,25,7
Cc1c(NC(=O)OC(C)C)sc(=S)n1C,-15,4,23,4
CCC1CCC(NC2CCCCNC2=O)CC1 (configuration not stated),-9,11,5,11
CN1CCN(C(=O)C2(NC(=O)Nc3ccccc3Cl)CCCCC2)CC1,.,.,-28,.
COc1ccc(CCNC(=O)C2CCN(S(=O)(=O)c3cccc4nsnc34)CC2)cc1OC,-8,-5,-11,-5
CCOC(=O)c1cnc(SCC(=O)Nc2sc(C)c(C)c2C#N)nc1N,-6,-46,17,-46
CC(C)Nc1nnc(SCC(=O)c2c(N)n(Cc3ccccc3)c(=O)n(C)c2=O)s1,45,-10,1,-10
CC(C)NC(=O)c1ccc(N2CCOCC2)nc1,9,16,22,16
CN(C)C(=O)c1ccc(Oc2ccc(C(=O)N(C)C)cc2)cc1,-12,-48,7,-48
COCCn1c(SCC(=O)Nc2cccc(S(N)(=O)=O)c2)nc2ccccc21,1,17,.,.
CCc1nnc(NC(=O)CSc2nnc(CNc3ccc(Cl)cc3)o2)s1,3,-18,15,-18
CC(C)CNC(=O)CSc1ccc(Cl)cc1,16,-13,17,-13
Cc1cccc(NC(=O)c2cc3n(n2)C(C(F)(F)F)CC(C2CC2)N3)c1C (configuration not stated),-9,-14,31,-14
CCOc1cc(Br)c(C(=O)O)cc1OC,2,5,10,5
CCOC(=O)C(C(=O)Nc1ccc(C)cc1)C1CCCCC1 (configuration not stated),0,0,27,.
CCCSc1nc(N)cc(=O)[nH]1,24,11,20,11
Cc1ccc(C)n1-c1ccc(N2CCOCC2)nc1,-10,3,-5,3
Cc1ccc(SCCC(=O)Nc2cccc(N(C)S(C)(=O)=O)c2)cc1,?,.,.,.
COc1ccccc1C(CC(N)=O)c1ccco1 (configuration not stated),37,11,.,.
O=C(NCCc1ccc(Cl)cc1)C1CCN(S(=O)(=O)N2CCCCC2)CC1,-3,-27,22,-27
O=C(COc1ccc(Br)cc1)N1CCOCC1,-6,9,-7,9
CCC(C)NC(=O)C1CCCN1S(=O)(=O)c1ccc(Cl)cc1 (configuration not stated),5,12,14,12
Cc1nnc(NC(=O)C2CCCN(S(=O)(=O)c3ccccc3C(F)(F)F)C2)s1 (configuration not stated),4,0,.,.
COCCNC(=O)C(c1ccccc1)N(Cc1cccs1)C(=O)Cn1nnc2ccccc21 (configuration not stated),4,3,-27,3
Cc1cc(NC(=O)c2ccc3nc(C)sc3c2)no1,-7,21,19,21
Cc1ccnc(SCC(=O)Nc2oc(-c3ccccc3)c(-c3ccccc3)c2C#N)n1,-41,-7,28,-7
CCOc1ccc(-n2cc(C(=O)N3CCN(C)CC3)c3cc(OC)c(OC)cc3c2=O)cc1,16,-14,22,-14
COC(=O)C1CCN(C(=O)C2CCCCC2)CC1,-29,7,3,7
CCOc1ccc(CCNC(=O)C2CCN(c3nnc(-n4cccc4)s3)CC2)cc1OCC,14,9,23,9
COc1ccc(NS(=O)(=O)c2c(C)[nH]c(=O)[nH]c2=O)c(OC)c1,11,-20,23,-20

Later entries:
Compound,Yeast growth tox,Yeast growth tox inhibition %,Yeast eIF2B,Yeast eIF2B mutant toxicity
Cc1cc(C)c(NS(=O)(=O)c2ccc(Cl)c(C(=O)O)c2)c(C)c1,18,15,-21,15
Cn1nnnc1SCC(=O)NC(=O)Cc1ccccc1,8,0,18,.
Cc1cc2c(cc1C)NC1(C(=O)Nc3ccccc31)C1=C(CC(C)(C)CC1=O)N2 (configuration not stated),15,8,-16,8
CC(C)(C)NC(=O)c1cccc(NC(=O)c2ccc(NC(=O)c3ccco3)cc2)c1,-13,11,.,.
Nc1c(C(=O)NC2CC2)c2nc3ccccc3nc2n1-c1ccc2c(c1)OCO2,-16,-40,24,-40
COC(=O)c1cccnc1NC(=S)NNC(=O)c1ccccc1,11,7,.,.
Cc1cc2c(cc1C)CSC(c1ccc3ccccc3c1O)SC2,-36,-5,.,.
COC(=O)c1ccc(N2C(=O)CC(NCc3ccccc3)C2=O)cc1 (configuration not stated),2,9,.,.
CN1C(=O)c2cccc3c(S(=O)(=O)NCc4ccco4)ccc1c23,13,9,21,9
CN1CCN(CC(=O)N(Cc2c(C#N)c3ccccc3n2C)c2ccccc2)CC1,18,31,-3,31
Cc1oc(C(=O)O)cc1CSc1nnc(-c2ccccc2)n1C,10,12,26,12
Cc1ccc(-n2c(=O)[nH]c3c(C(N)=O)nc(CC(C)C)nc32)cc1,-11,0,7,.
CN1C(=S)SC(N(O)C(=O)Nc2ccccc2)C1(C)C (configuration not stated),10,0,12,.
CSc1cccc(NC(=O)C2CCCN2S(=O)(=O)c2ccc(Br)s2)c1 (configuration not stated),2,12,.,.
Cn1c(=O)c2c(nc(Cl)n2Cc2ccc(Cl)c(Cl)c2)n(C)c1=O,-24,-5,-4,-5
O=c1[nH]cnc2cc(Cl)ccc12,2,-9,6,-9
Cc1cnc(NC(=O)C(C)N2C(=O)C3CC=CCC3C2=O)s1 (configuration not stated),6,-5,11,-5
COC(=O)Nc1ccc(S(=O)(=O)n2cnc3ccccc32)cc1,16,6,21,6
COc1ccc(-c2nc(SCC(=O)N3CCOCC3)n[nH]2)cc1,4,-5,12,-5
COc1cccc(C(=O)Nc2ccc(S(=O)(=O)NCc3ccco3)cc2)c1,10,0,-21,.
Cc1cc(OCCCC(=O)N2CCCCC2)cc(C)c1Cl,16,-3,14,-3
CCN1C(=O)c2cccc3c(NC(=O)c4cccc(N5C(=O)CCC5=O)c4)ccc1c23,-16,-7,11,-7
CCOC(=O)N1CCN(C(=O)c2ccc3c(=O)n(CCc4ccccc4)c(=S)[nH]c3c2)CC1,-46,0,-28,.
Cc1nc2c(C#N)c(C)[nH]n2c(=O)c1Cc1ccccc1,14,-14,7,-14
CCn1ncc(C2=NOC(C(=O)Nc3cnn(C45CC6CC(CC(C6)C4)C5)c3)C2)c1C (configuration not stated),11,-4,26,-4
CCC1(C)Cc2ccccc2-c2nc3n(c(=O)c21)CC(C(=O)O)S3 (configuration not stated),-10,8,15,8
CCc1ccccc1NC(=O)c1nnn(CC(=O)Nc2cccc(C)c2)c1N,3,-5,36,-5
Cc1ccc(C(=O)c2cc3ccccc3o2)cc1,2,-10,-22,-10
COC(=O)CCC(=O)c1oc2ccccc2c1N,4,11,-4,11
CCCCN(CC)Cc1ccc(CNC(=O)Nc2ccccc2)o1,12,6,19,6
CC(=O)N1CCN(CCN=CC2=C(O)CC(C)(C)CC2=O)CC1,10,4,34,4
Cc1ccc(C)c(S(=O)(=O)NCc2cccnc2)c1,-5,0,13,.
O=C(Nc1ccccc1)c1cccnc1N1CCCC1,15,-4,.,.
CCOC(=O)N1CCC(NC(=O)C(CC(C)C)NC(=O)C2CCC(C)CC2)CC1 (configuration not stated),-8,18,.,.
CCOC(=O)C1=NNC(C(=O)c2ccccc2)C1c1ccc(OC)cc1 (configuration not stated),-12,-52,30,-52
COc1ccc(N2CCN(C(=O)CSc3nnc(-c4cccnc4)n3-c3ccc(F)cc3)CC2)cc1,18,0,1,.
CCn1c2ccccc2c2cc(NC(=O)COC(=O)Cc3cn4ccsc4n3)ccc21,28,0,21,.
Cc1ccc2cc(C#N)c(SCC(=O)NCc3ccco3)nc2c1,-22,5,19,5
CCOC(=O)Cc1csc(NC(=O)CSc2nncn2C)n1,0,0,23,.
CC1CCCN(CC(=O)Nc2ccc(S(=O)(=O)NC3CCCCC3)cc2)C1 (configuration not stated),27,-24,19,-24
COC(=O)c1[nH]c2cccc(OC)c2c1NC(=O)CCN1CCN(c2ccccc2OC)CC1,7,4,18,4
CCc1nnc(NC(=O)CCC(=O)N2CCCC2)s1,9,-8,20,-8
O=C(CSc1nc2cc(S(=O)(=O)N3CCOCC3)ccc2o1)NC1CCCc2ccccc21 (configuration not stated),.,.,1,.
Cc1cc(C(=O)OCC(=O)Nc2ncc(C(F)(F)F)cc2Cl)c(C)o1,15,-21,-29,-21
Cc1cc(C)nc(Nc2ccccc2Br)n1,9,8,31,8
COc1ccc(C(=O)OCC(=O)Nc2ccc(F)c(F)c2F)cc1OC,-4,-5,4,-5
O=C(O)C1CC=CCC1C(=O)Nc1cc(Cl)ccc1Cl (configuration not stated),.,.,-17,.
CCCC1=C(C(=O)OCC)C(c2ccc(N(C)C)cc2)n2ncnc2N1 (configuration not stated),-16,-4,-18,-4
O=C(O)Cc1ccc(C(=O)c2ccc(F)cc2)s1,12,19,29,19
CC(=O)Nc1ccc(NC(=O)CN(c2cccc(C)c2)S(C)(=O)=O)cc1,8,8,.,.

Profiles, looked up by structure.
Nc1c(C(=O)NC2CC2)c2nc3ccccc3nc2n1-c1ccc2c(c1)OCO2 reads Yeast growth tox: -16; Yeast growth tox inhibition %: -40; Yeast eIF2B: 24; Yeast eIF2B mutant toxicity: -40
COC(=O)c1[nH]c2cccc(OC)c2c1NC(=O)CCN1CCN(c2ccccc2OC)CC1 reads Yeast growth tox: 7; Yeast growth tox inhibition %: 4; Yeast eIF2B: 18; Yeast eIF2B mutant toxicity: 4
Cc1cnc(NC(=O)C(C)N2C(=O)C3CC=CCC3C2=O)s1 (configuration not stated) reads Yeast growth tox: 6; Yeast growth tox inhibition %: -5; Yeast eIF2B: 11; Yeast eIF2B mutant toxicity: -5

Continued.
Compound,Yeast growth tox,Yeast growth tox inhibition %,Yeast eIF2B,Yeast eIF2B mutant toxicity
CCOC(=O)N1CCN(S(=O)(=O)c2ccc(C(=O)Nc3nc4ccc(F)cc4s3)cc2)CC1,-59,-31,-1,-31
CCOC(=O)N1CCN(C(=O)CCCOc2ccccc2)CC1,-4,12,-3,12
CCc1cc(=O)oc2cc(OCC(N)=O)c(Cl)cc12,3,8,11,8
COc1ccccc1NC(=O)CN(Cc1ccco1)C(=O)c1cccs1,11,11,27,11
CC(=O)Nc1ccc(S(=O)(=O)N2CCN(CCCOc3ccccc3Cl)CC2)cc1,19,-3,13,-3
COc1ccc(NC(=O)CSc2ncnc3c2cnn3Cc2ccccc2)cc1,20,-50,13,-50
CC1=CC2=NCC(O)CN2C=C1 (configuration not stated),-10,20,29,20
